UPR XBP1 act: adaptive UPR (XBP1) activation | CHO-XBP1 luciferase reporter, IRE1-XBP1 UPR activation, luminescence; percent of tunicamycin response, DMSO as zero | activation, % at 20 µM | 330,000 compounds, 0.33% hits | AID 463104;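 active = versus positive control, 20 µM dose yields 30% or more activation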;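 also: 100% = tunicamycin at 10 µg/mL and 0% = DMSO only wells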
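Test system: CHO-XBP1 luciferase reporter cells | Buffer or medium: Serum-containing F12 medium, 10% FBS | Schedule: 6 h compound exposure at 37 °C, 5% CO2 | Detection: Steady-Glo luciferase glow luminescence, 10 min after reagent addition | Read-out basis: Activation, % of tunicamycin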
Jurkat NFkB inh: inhibitors of the PMA/ionomycin-induced NF-kB reporter in Jurkat cells; PMA/ionomycin-induced NF-kB luciferase reporter, luminescence; inhibition, % at 4 µM; 330,000 compounds, 0.53% hits; AID 435003; in the data active = inhibition above about 50%
APJ ag: APJ receptor agonism; CHO-K1 APJ PathHunter beta-arrestin, luminescence; 0% DMSO wells, 100% apelin; activation, % at 20 µM; AID 2520; 330,000 compounds, 0.11% hits;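 active = activation more than six SD over the plate average, tested at 20 µM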;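 also: 0% = DMSO alone and 100% = apelin-13 at 10 nM; some results filed as inactive read as strong as hits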
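Test system: CHO-K1 APJ beta-arrestin complementation cell line | Compound: Single test compound dose, 20 µM final, 1% DMSO | Incubation: Compound 90 min 25 °C, reagent 1 h | Measured by: beta-gal luminescence | Read-out basis: APJ–arrestin association signal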
CHOP UPR activ: apoptotic UPR (CHOP) activation; CHO-CHOP luciferase reporter, luminescence; percent of tunicamycin response over DMSO baseline; activation, % at 10 µM; 330,000 compounds, 0.34% hits;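 active = at 10 µM dose, activation of 40% or more, normalized to positive control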;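 also: 100% = tunicamycin at 10 µg/mL and 0% = DMSO alone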
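Test system: CHO CHOP reporter cells. Input: 500 CHO-CHOP cells per well. Medium: F12 with 10% FBS. Technique: luciferase luminescence. Measure: percent activation relative to tunicamycin control. Dosing: 10 µM compound, 0.5% DMSO. Timing: 16-18 h cell attachment, then 6 h compound exposure, 37 °C.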
697 NFkB inh: inhibitors of the PMA/ionomycin-induced NF-kB reporter in 697 B cells. 697 B-cell NF-kB luciferase reporter, 16 h. inhibition, % at 4 µM. 330,000 compounds, 0.33% hits; in the data active = inhibition above about 35%
tim23-1 inh: tim23-1 yeast growth inhibition. S. cerevisiae tim23-1 growth, BacTiter-Glo luminescence, 24 h. AID 463212. inhibition, % at 20 µM. 330,000 compounds, 1.3% hits;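 active = growth inhibition of the mutant yeast at or above 50%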;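 also: temperature-sensitive mutant grown at 25 °C; plate controls were DMSO-treated mutant yeast for no effect and medium wells lacking yeast for full effect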
Mdm2 MdmX PPI: disrupts the human Mdm2-MdmX interaction; inhibition, % at 8 µM; 330,000 compounds, 3% hits; SaOS-2 split-luciferase Mdm2/MdmX complementation, luminescence;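 active = inhibition of at least 50% at 8 µM in the primary screen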
Target sequence (O15151 whole entry, looked up): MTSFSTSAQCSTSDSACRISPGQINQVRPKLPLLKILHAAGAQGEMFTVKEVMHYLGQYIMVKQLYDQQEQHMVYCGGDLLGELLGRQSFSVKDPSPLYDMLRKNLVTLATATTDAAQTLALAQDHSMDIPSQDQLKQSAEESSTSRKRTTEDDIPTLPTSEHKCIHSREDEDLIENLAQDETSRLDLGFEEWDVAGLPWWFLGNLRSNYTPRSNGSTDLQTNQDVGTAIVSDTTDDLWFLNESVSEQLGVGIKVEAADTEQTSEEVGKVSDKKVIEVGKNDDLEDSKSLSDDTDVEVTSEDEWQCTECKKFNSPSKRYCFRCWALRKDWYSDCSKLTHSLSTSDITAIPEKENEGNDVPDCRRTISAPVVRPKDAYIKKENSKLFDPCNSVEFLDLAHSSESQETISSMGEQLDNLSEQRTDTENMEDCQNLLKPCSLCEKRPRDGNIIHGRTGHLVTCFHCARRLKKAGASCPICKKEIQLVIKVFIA
Target sequence (Q00987 whole entry, looked up): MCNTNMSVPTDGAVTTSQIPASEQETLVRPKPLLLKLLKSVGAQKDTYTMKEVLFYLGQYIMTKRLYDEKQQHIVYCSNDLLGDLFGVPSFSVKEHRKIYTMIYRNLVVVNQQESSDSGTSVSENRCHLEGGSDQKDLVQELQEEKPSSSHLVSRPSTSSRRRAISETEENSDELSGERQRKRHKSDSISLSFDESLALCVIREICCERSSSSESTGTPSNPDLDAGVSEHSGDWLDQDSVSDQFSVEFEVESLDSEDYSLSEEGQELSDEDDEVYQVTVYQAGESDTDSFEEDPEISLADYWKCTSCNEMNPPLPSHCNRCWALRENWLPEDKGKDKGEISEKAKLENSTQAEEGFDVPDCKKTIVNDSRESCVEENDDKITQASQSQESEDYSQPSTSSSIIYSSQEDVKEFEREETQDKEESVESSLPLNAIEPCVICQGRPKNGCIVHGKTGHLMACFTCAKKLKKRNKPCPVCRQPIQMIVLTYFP
APJ antagonist: antagonists of human APJ apelin receptor | P35414 | CHO-K1 APJ beta-arrestin complementation, luminescence | inhibition, % at 20 µM | 330,000 compounds, 0.32% hits | AID 2521;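 active = inhibition above about 40% at 20 µM, limit read from the data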;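 also: cells challenged with 10 nM apelin-13 agonist together with compound; plate controls were apelin-13 plus DMSO wells for no effect and DMSO wells lacking apelin-13 for full effect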
Starred values were filed as active, the others as inactive.

SMILES	UPR XBP1 act	Jurkat NFkB inh	APJ ag	CHOP UPR activ	697 NFkB inh	tim23-1 inh	Mdm2 MdmX PPI	APJ antagonist
O=C(N/N=C/c1ccncc1)c1cccc(NC(=O)c2ccccc2Cl)c1	-4.6	-3.3	1.9	1.2	5.0	1.1	11.9	-4.5
O=C(CNC(=O)c1ccc(Br)o1)NCc1ccccc1Cl	-1.4	-10.2	2.7	-0.9	-4.6	10.5	11.8	-23.1
O=C(/C=C/c1ccco1)Nc1cccnc1	6.7	-25.3	-2.0	6.9	15.4	-4.4	-5.7	8.6
COc1ccc(N(C(=O)COc2ccc(F)cc2)S(=O)(=O)c2ccc(C)cc2)cc1	-5.6	-2.3	-1.6	0.8	7.5	35.6	18.1	1.7
Nc1c(C(=O)NCc2ccco2)nnn1CC(=O)Nc1ccc2c(c1)OCO2	-3.3	-9.5	0.5	1.0	20.3	-6.9	-2.1	-6.8
Cc1ccc2nc(C(F)C(F)(F)F)[nH]c2c1 (stereo not drawn)	1.8	-5.8	-4.3	-0.4	-2.2	16.6	6.4	-15.5
COc1ccc(C(=O)C2CCCN(C(=O)CSC)C2)cc1OC (stereo not drawn)	-3.4	0.2	-2.1	-0.8	6.2	14.9	5.0	5.8
Cc1ccc(CN2CCN(Cc3ccc(-n4cccn4)cc3)CC2CCO)cc1 (stereo not drawn)	-4.0	4.1	-2.8	-1.0	1.3	9.3	6.9	-29.6
COc1ccccc1NC(=O)COc1ccc(/C=N/NS(=O)(=O)c2ccc(C)cc2)cc1	-5.6	-7.9	-5.1	-2.3	11.7	5.3	12.6	-13.3
COc1ccc(N(C(C)C(=O)Nc2ccc(S(=O)(=O)N3CCCCC3)cc2)S(C)(=O)=O)cc1 (stereo not drawn)	-3.1	1.7	-0.7	1.2	2.1	11.8	-34.4	1.6
CCOc1ccccc1NC(=O)c1cc(Cl)ccc1NC(=O)c1ccco1	4.4	3.7	5.1	2.2	-3.5	-17.4	16.6	-11.9
N#C/C(=C(\O)C(F)(F)F)c1nnc2n1CCCCC2	-1.8	8.6	0.0	-1.1	3.7	0.2	21.5	11.3
CCN1CCN(CCCNC(=O)CS(=O)(=O)Cc2nc(-c3cccc(OC)c3)oc2C)CC1	-1.7	-8.9	-1.4	0.2	7.5	-3.1	10.3	8.3
O=S(=O)(c1ccc(Cl)s1)N1CCN(Cc2ccccc2)CC1	-3.9	10.7	-5.7	-0.8	12.1	27.1	15.5	-16.3
O=C(NC1CCCC1)C(c1ccc(F)cc1)N(C(=O)Cc1cccs1)c1ccc2c(c1)OCCO2 (stereo not drawn)	-3.2	-20.9	3.9	-2.7	-23.1	8.0	13.6	-13.9
Cn1c(=O)oc2cc(S(=O)(=O)N3CCC(N4CCCCC4)CC3)ccc21	1.1	-7.0	3.0	0.3	10.2	1.5	8.6	-7.1
COc1ccc(-n2c(CN3CCC(C(N)=O)CC3)nc3ccc([N+](=O)[O-])cc3c2=O)c(OC)c1	0.2	-5.5	0.9	-1.8	3.0	20.4	-4.2	-18.0
COc1cccc2cc3c(=O)oc4ccccc4c3nc12	0.2	0.3	-2.3	0.4	-2.3	-0.3	-1.5	11.2
CC1CCCC(NC(=O)C2CCN(S(=O)(=O)c3cccc4nonc34)CC2)C1C (stereo not drawn)	-3.5	7.7	0.5	1.8	2.5	-16.8	-25.7	21.6
COc1ccc(N2CCN(C(CNC(=O)c3cccs3)c3ccco3)CC2)cc1 (stereo not drawn)	-0.8	-1.0	3.4	-0.5	-13.6	15.7	-13.8	21.4
COc1ccc(Cl)cc1NC(=O)c1cnc2sccn2c1=O	9.6	-63.5	1.0	4.1	-30.8	5.0	3.5	6.7
O=S(=O)(c1ccc2ccccc2c1)n1cnc2ccccc21	4.0	-15.2	-3.0	-3.8	10.3	26.4	6.8	-16.3
CCCOc1ccc(C(=O)Nc2ccc(NC(=O)c3cccs3)cc2)cc1	-8.5	-6.6	-2.0	3.4	-17.9	-14.4	3.0	6.4
CN1CCN(C(=O)c2ccccc2N(Cc2ccccc2)S(C)(=O)=O)CC1	-2.0	-1.7	-2.8	-1.7	1.1	19.2	14.7	15.4
O=C(NCCc1ccccc1)C1COc2ccccc2O1 (stereo not drawn)	-0.2	-17.7	-1.1	2.2	2.0	0.8	-8.4	3.6
CC(C)Cc1nnc(NC(=O)Cc2ccccc2[N+](=O)[O-])s1	-0.9	7.0	-5.6	1.3	-1.1	20.1	-21.1	-10.8
CN(CC(=O)Nc1ccccc1Br)C(=O)c1cccn1C	-0.4	1.4	5.9	1.5	-15.4	-14.8	-17.6	4.2
Nn1cnnc1SC1CCCCC1NS(=O)(=O)c1ccccc1 (stereo not drawn)	-0.5	-7.3	-5.5	3.9	-6.0	2.6	13.6	7.5
Cc1cnc(C(=O)OCC(=O)N(CC(C)C)C2CCS(=O)(=O)C2)cn1 (stereo not drawn)	0.4	15.4	-2.3	1.0	-10.5	7.3	-22.8	7.0
O=C(CN1CCN(C(=S)NC2CCCC2)CC1)Nc1ccc(Oc2ccccc2)cc1	-1.1	20.5	-2.7	-0.7	-9.8	40.4	12.9	0.3

Ordered by length of the SMILES (smallest number first): some entries from above.
SMILES	UPR XBP1 act	Jurkat NFkB inh	APJ ag	CHOP UPR activ	697 NFkB inh	tim23-1 inh	Mdm2 MdmX PPI	APJ antagonist
COc1cccc2cc3c(=O)oc4ccccc4c3nc12	0.2	0.3	-2.3	0.4	-2.3	-0.3	-1.5	11.2
Cc1cnc(C(=O)OCC(=O)N(CC(C)C)C2CCS(=O)(=O)C2)cn1 (stereo not drawn)	0.4	15.4	-2.3	1.0	-10.5	7.3	-22.8	7.0
O=C(CN1CCN(C(=S)NC2CCCC2)CC1)Nc1ccc(Oc2ccccc2)cc1	-1.1	20.5	-2.7	-0.7	-9.8	40.4	12.9	0.3

3 compounds drawn at random from the list so far:
SMILES	UPR XBP1 act	Jurkat NFkB inh	APJ ag	CHOP UPR activ	697 NFkB inh	tim23-1 inh	Mdm2 MdmX PPI	APJ antagonist
COc1ccc(Cl)cc1NC(=O)c1cnc2sccn2c1=O	9.6	-63.5	1.0	4.1	-30.8	5.0	3.5	6.7
COc1ccc(N2CCN(C(CNC(=O)c3cccs3)c3ccco3)CC2)cc1 (stereo not drawn)	-0.8	-1.0	3.4	-0.5	-13.6	15.7	-13.8	21.4
Nn1cnnc1SC1CCCCC1NS(=O)(=O)c1ccccc1 (stereo not drawn)	-0.5	-7.3	-5.5	3.9	-6.0	2.6	13.6	7.5

Continuation.
SMILES	UPR XBP1 act	Jurkat NFkB inh	APJ ag	CHOP UPR activ	697 NFkB inh	tim23-1 inh	Mdm2 MdmX PPI	APJ antagonist
COc1ccccc1Nc1nc(N)nc(CSc2nnc(C)s2)n1	2.5	7.0	-4.6	-0.6	3.7	7.6	14.8	23.3
COc1ccc(CCC(=O)NNC(=O)Nc2ccc(OC)c(OC)c2)cc1	-0.4	23.2	6.3	-0.4	-1.1	-3.5	25.0	11.0
Cc1ccc(C(=O)N/N=C/C=C/c2ccccc2)cc1	-0.1	-12.1	-0.5	2.1	-15.9	12.1	4.6	-8.2
O=C(CCN1C(=O)C2C3C=CC(C3)C2C1=O)N1CCN(c2cccc(Cl)c2)CC1 (stereo not drawn)	0.2	12.6	0.9	-2.0	19.7	20.2	-5.3	-9.2
NS(=O)(=O)c1ccc(NC(=O)c2ccc(S(=O)(=O)N3CCCCC3)cc2)cc1	-2.6	5.7	-2.4	-0.2	2.6	-14.6	3.3	6.1
CCCCc1nc(NCCNC(=O)c2ccccc2)c(C#N)c2c1CSC(C)(C)C2	-1.6	-40.8	-3.2	0.9	-33.4	-10.4	-9.0	-8.1
CCN(CC(=O)Nc1ccc(NC(C)=O)cc1)C(=O)CCCc1nc2ccccc2c(=O)[nH]1	0.9	-1.9	-6.9	-1.1	2.4	8.0	-5.5	15.6
CN(C)c1nc(N)nc(CSc2nnnn2-c2ccc(F)cc2)n1	0.2	1.8	-4.4	-0.2	12.4	3.8	-15.2	11.5
COc1ccccc1Oc1ccc2c(c1)C(=O)N(c1ccccc1)C2=O	1.6	-11.2	-1.8	1.1	-73.4	1.5	9.5	8.9
Cc1ccc2nc(SCC(=O)N/N=C/c3ccc(C(=O)O)cc3)cc(C)c2c1	-1.0	-7.8	-4.0	0.5	-0.6	-0.1	21.7	-0.9
CCCCOC(=O)Nc1ccc(S(=O)(=O)Nc2nc(C)cc(C)n2)cc1	-0.4	-3.2	2.5	0.7	11.3	10.5	-12.7	-14.2
O=C(O)C1Cc2ccccc2CN1C(=O)c1ccco1 (stereo not drawn)	-0.2	-9.1	-1.7	-0.7	-33.9	-5.1	-18.6	-5.6
CC(C)[C@H](Nc1ccc(C(F)(F)F)cc1[N+](=O)[O-])C(=O)O	-1.2	3.6	-7.2	-2.4	14.2	13.4	8.9	-0.2
CS(=O)(=O)C1=C(O)C(=O)N(c2ccccc2)C1c1ccccc1 (stereo not drawn)	-0.7	-2.6	-3.4	-2.5	17.6	5.7	-5.6	-9.0
CCSc1ccc(NC(=O)c2cccnc2)cc1	1.6	-17.3	-3.7	5.8	-41.8	-3.2	-22.4	-10.2
N#C/C(=C/c1cn(-c2ccccc2)nc1-c1cccc(S(=O)(=O)N2CCCC2)c1)C(=O)NCc1ccco1	7.8	-5.3	-0.6	5.7	-2.1	-4.2	13.3	3.5
CCc1cccc(C)c1NC(=O)c1cccc(N(C)C)c1	-4.7	-14.5	-3.2	0.1	13.7	26.2	8.4	-14.3
CN(C)S(=O)(=O)c1ccc(N2CCCC2)c(C(=O)OCC(=O)NC2CCCCC2)c1	-0.8	0.9	-5.6	0.7	1.0	-10.1	14.3	10.2
COc1ccc2nc(-c3ccccc3)cc(C(=O)N3CCC3)c2c1	-1.8	-0.2	-2.7	1.4	19.9	21.6	10.7	6.2
O=C(NCCC1=CCCCC1)C1CCN(S(=O)(=O)c2cccc3nsnc23)CC1	-2.1	14.0	-2.0	0.5	12.4	-6.4	-1.5	-8.9
Cc1cc(C)n(-c2nc(Nc3ccccc3C)nc(-n3nc(C)cc3C)n2)n1	-3.2	-5.4	3.9	5.2	16.2	14.3	66.5*	-2.9
COc1ccccc1N1CCN(C2CCCN(C(=O)CCc3c(C)noc3C)C2)CC1 (stereo not drawn)	-4.7	-7.9	0.2	0.6	-31.7	-2.6	5.2	12.3
Cc1ccccc1-c1nc(CN(Cc2c(C)nn(C)c2C)C2CC2)c(C)o1	-2.5	7.6	-3.2	-1.0	-6.1	20.1	-31.8	13.5
CC(C)(C)c1cc(NCc2ccccn2)n2ncc(-c3ccc(Cl)cc3)c2n1	-2.9	1.2	-2.3	3.2	-3.9	3.8	45.2	-19.6
C[C@@H](NC(=O)c1nc[nH]c1C(=O)N[C@H](C)c1ccccc1)c1ccccc1	4.5	-4.2	-2.9	1.1	-7.9	26.3	18.3	5.5
O=C(CCC1CCCCC1)Nc1c2c(nn1-c1ccc(F)cc1)CS(=O)(=O)C2	-4.0	5.0	-6.6	0.0	1.8	-1.7	7.9	15.7
O=C(N/N=C/c1ccc(OCC2COCCO2)cc1)c1ccc(Br)cc1 (stereo not drawn)	-1.9	-12.0	3.5	0.2	5.3	5.4	0.0	-18.2
Cc1csc2nc(O)c(C(=O)NCCC3=CCCCC3)c(=O)n12	-2.3	5.1	-4.3	-1.5	-3.5	65.6*	38.7	-4.0
COc1cccc(-n2nc(C(=O)N3CC(C)CC(C)C3)c3ccccc3c2=O)c1 (stereo not drawn)	-0.7	-2.0	-4.8	-1.1	11.2	26.9	5.7	11.2

Hits appear at their usual frequency (roughly 5% active in at least one column).
